# High-throughput results from PubChem BioAssay.
# IL1B secr inh – qHTS for Inhibitors of Inflammasome Signaling: IL-1-beta AlphaLISA Primary Screen | AID 743279, 2014 | THP-1 LPS/ATP IL-1B secretion, AlphaLISA, 16 h; hits give low values | activity change, % at 57.5 µM | 360,000 tested, 4.7% active; in the data active = activity change below about -50%; inconclusive = mostly about -30% to -49%; note: % is set by controls: 0 for no effect and ±100 for the full control effect
#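 Secreted IL-1B measured by AlphaLISA bead assay after 16 h compound exposure of THP-1 cells; compounds (final up to 57.5 uM) added 1 h before LPS (250 ng/mL) and ATP (1.25 mM) stimulation; lower signal means less secretion.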
# GLP-1R agonist – qHTS of GLP-1 Receptor Agonists. Glucagon-like peptide 1 receptor (Homo sapiens), P43220. HEK293 GLP-1R CRE-luciferase, luminescence, 4-6 h; cells express a hypersensitive GLP-1R form. Potency, µM (highest dose often 45.6 µM), inactives show at the highest dose activation, actives largely listed as activators. 380,000 tested, 0.007% active. AID 624172, 2012; note: potency is the fitted concentration of half-maximal effect; % of control where 0% means no effect
# Target sequence (P43220 whole entry, looked up): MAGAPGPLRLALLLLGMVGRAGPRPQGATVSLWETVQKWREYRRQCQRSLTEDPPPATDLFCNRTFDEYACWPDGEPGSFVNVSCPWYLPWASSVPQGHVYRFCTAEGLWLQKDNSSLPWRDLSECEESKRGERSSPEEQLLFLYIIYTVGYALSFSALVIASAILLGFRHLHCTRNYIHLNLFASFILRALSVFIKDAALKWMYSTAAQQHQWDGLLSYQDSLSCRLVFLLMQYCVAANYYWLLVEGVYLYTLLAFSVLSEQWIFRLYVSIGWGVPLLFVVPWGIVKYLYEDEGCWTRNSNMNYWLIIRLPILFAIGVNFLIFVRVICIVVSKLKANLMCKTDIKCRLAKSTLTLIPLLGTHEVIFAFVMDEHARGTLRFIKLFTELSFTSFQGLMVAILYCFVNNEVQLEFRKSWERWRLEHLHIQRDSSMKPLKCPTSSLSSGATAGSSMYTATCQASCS
# KB-3-1 cytotox – qHTS assay for MDR1-selective chemotherapeutics: Primary screen using the parental adenocarcinoma cell KB-3-1; KB-3-1 viability, CellTiter-Glo ATP luminescence, 72 h; Potency, µM (highest dose often 46.1 µM), for the others: top-dose activity change, negative = cytotoxic, hits mostly cytotoxic; 400,000 tested, 1.4% active; AID 1347075, 2019; note: potency is the fitted concentration of half-maximal effect; % is set by controls: 0 for no effect and ±100 for the full control effect; nearly all actives have a fitted effect of over 60% in size
#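 Using CellTiter-Glo luminescence, growth of non-resistant KB-3-1 adenocarcinoma cells is assessed 72 h after pin-tool compound addition at 37 °C. Normalized responses across the concentration series yield fitted curves.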
# D3 antag – qHTS of D3 Dopamine Receptor Antagonist: qHTS | D(3) dopamine receptor (Homo sapiens), P35462 | D3R cells, DiscoveRx beta-arrestin luminescence, antagonist mode; hits give low values | max response, negative = inhibition, % | 360,000 tested, 2.5% active | AID 652054, 2013; in the data active = max response below about -50%; inconclusive = no clear call, values can overlap the other calls; note: % is set by controls: 0 for no effect and ±100 for the full control effect; mostly tested at two doses, the higher about 12 µM
# Target sequence (P35462 whole entry, looked up): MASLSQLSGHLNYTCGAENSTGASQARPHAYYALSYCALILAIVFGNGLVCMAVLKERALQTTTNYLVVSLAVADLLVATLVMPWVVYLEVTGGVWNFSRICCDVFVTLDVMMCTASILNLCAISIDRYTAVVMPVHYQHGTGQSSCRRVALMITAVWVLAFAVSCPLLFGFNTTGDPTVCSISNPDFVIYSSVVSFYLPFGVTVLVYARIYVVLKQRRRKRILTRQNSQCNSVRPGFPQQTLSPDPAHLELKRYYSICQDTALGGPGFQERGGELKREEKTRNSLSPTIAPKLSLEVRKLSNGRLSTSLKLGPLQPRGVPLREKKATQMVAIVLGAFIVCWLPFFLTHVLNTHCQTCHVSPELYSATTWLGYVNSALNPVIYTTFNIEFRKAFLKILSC
#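 Cells expressing the human receptor were seeded at 1500 cells/well, incubated overnight at 37 degrees C in 5% CO2, then exposed to library compounds with dopamine controls for 90 minutes at 37 degrees C before luminescent detection.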
# HT1080 IDH1KD tx – qHTS for induction of synthetic lethality in tumor cells producing 2HG: qHTS for the HT-1080-IDH1KD cell line; AID 686971, 2013; HT-1080 IDH1 knockdown viability, ATP luminescence, 48 h; 360,000 tested, 2% active; Potency, µM (doses to about 46.1 µM), for inactives: top-dose activity, negative = toxicity, actives largely listed as cytotoxic;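 note: potency is the fitted concentration of half-maximal effect; 0% = DMSO wells and -100% = cell-free medium wells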
#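 CellTiter-Glo luminescence after 48 h compound exposure at 37 degrees C of IDH1-knockdown HT-1080 cells in 5% FBS RPMI. %Activity scaled between DMSO wells and cell-free media wells, with curves fitted and assigned curve classes.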
# HT1080-NT tox – qHTS for induction of synthetic lethality in tumor cells producing 2HG: qHTS for the HT-1080-NT fibrosarcoma cell line. HT-1080-NT fibrosarcoma viability, CellTiter-Glo ATP luminescence, 48 h. Potency, µM (doses to about 46.1 µM), without a hit: top-dose activity, negative = less viability, usual class: cytotoxic. 360,000 tested, 1.6% active;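 note: NT is the 2HG producing partner of a matched IDH1 knockdown line; potency is the fitted concentration of half-maximal effect; 0% = DMSO-treated cells and -100% = media-only wells without cells; nearly all actives have a fitted effect of over 55% in size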
#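 HT-1080-NT fibrosarcoma cells (2HG-overproducing), 750 cells/well in RPMI with 5% FBS, dosed after 2 h and incubated 48 h at 37C. CellTiter-Glo luminescence normalized to DMSO and no-cell wells; concentration-response curves fitted and classed.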
# KB-V1 MDR tox – qHTS assay for MDR1-selective chemotherapeutics: Primary screen using the drug-selected MDR subline cells KB-V1; 400,000 tested, 3.4% active; KB-V1 MDR cells viability, CellTiter-Glo, 72 h; AID 1347076, 2019; Potency, µM (highest dose often 46.1 µM), for inactives: at the top dose activity change, negative = cytotoxicity, hits mostly cytotoxic; note: potency is the fitted concentration of half-maximal effect; % is set by controls: 0 for no effect and ±100 for the full control effect; nearly all actives have a fitted effect of over 60% in size
#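 Luminescent ATP read-out (CellTiter-Glo, 10 min) measures survival of drug-selected KB-V1 MDR cells after 72 h, 37 degrees C compound exposure. Medium: phenol-red-free DMEM, 10% FBS. Values from fitted concentration-response curves.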
# SW480 rereplic – A quantitative high throughput screen for small molecules that induce DNA re-replication in SW480 colon adenocarcinoma cells; SW480 DNA re-replication, Hoechst DNA content imaging, 48 h; AID 624297, 2012; Potency, µM (doses to about 46.1 µM), for inactives: at the highest dose re-replication activation, most hits filed as activators; 340,000 tested, 1.8% active; note: potency is the fitted concentration of half-maximal effect; % of control where 0% means no effect; nearly all actives have a fitted effect of over 55% in size
#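 Image-based read-out: total Hoechst fluorescence of nuclei (405 nm excitation, 500-530 nm emission), with hits raising the fraction of high-intensity nuclei. SW480 colon cells incubated 48 hr with compounds at 37 C.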
# D3 ag – qHTS of D3 Dopamine Receptor Agonist: qHTS | max activation, % | D3R DiscoveRx beta-arrestin cells, luminescence, 90 min | D(3) dopamine receptor (Homo sapiens), P35462 | 410,000 tested, 0.58% active; in the data active = max activation above about 30%; note: 0% is about no effect; mostly tested at two doses, the higher about 12 µM
#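 Cells at 1500/well, incubated overnight, then treated with pinned compounds (dopamine as control) for 90 min at 37 degrees C. DiscoveRx reagent added for 30 - 60 minutes at room temperature; luminescence read.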
# Numbers without * were called inactive; ? = inconclusive; . = not tested or not shown; & = joins results of further samples; [ ] = remark or other dose. Unless noted, calls come from the whole dose curve; as a rule, active = well fitted curve in the direction sought with a large enough effect; inconclusive = small, poorly fitted or top-dose-only effect, or another doubt; inactive = no such curve, though single readings can be large; an effect the other way counts as inactive or inconclusive.
SMILES,IL1B secr inh,GLP-1R agonist,KB-3-1 cytotox,D3 antag,HT1080 IDH1KD tx,HT1080-NT tox,KB-V1 MDR tox,SW480 rereplic,D3 ag
CC1CN(CCCSc2ccc(Cl)cc2)CC(C)O1 (stereo not drawn),-12,7%,9%,-71*,0%,-9%,?,-3%,-18
COCCCN1C(=O)c2ccc(C(=O)OCC(=O)NCc3ccccc3OC)cc2C1=O,9,-2%,-1%,-2,14%,5%,0%,1%,1
CCOc1ccc(NC(=O)c2cc3c(C)nc4ccccc4c3o2)cc1,19,0%,?,11,?,?,-22%,0%,-2
CCOC(=O)Nc1ccc(Cc2ccncc2)cc1,-27,7%,-29%,5,1%,-1%,?,-6%,-2
NC(=O)c1cnn(C2CCS(=O)(=O)C2)c1 (stereo not drawn),-17,-7%,15%,14,10%,17%,23%,0%,1
COc1ccccc1N1CC(C(=O)OCC(=O)Nc2cc(C)on2)CC1=O (stereo not drawn),37,1%,1%,-17,2%,16%,5%,17%,2
Cc1ccc(NC(=O)CN(C)C(=O)C2CC(=O)N(Cc3ccccc3)C2)cc1 (stereo not drawn),16,-6%,0%,-19,-1%,-9%,-1%,47%,-14
Cc1cc(C(=O)c2cnc(/N=C/N(C)C)s2)cc(C)c1O,15,11%,-1%,-20,-1%,5%,-18%,-2%,-5
COc1nc(SCC(=O)Nc2ccccc2Cl)nc(N(C)C)n1,13,16%,8%,17,-14%,-2%,-11%,0%,-5
COc1ccc(C(=O)NN/C(C)=C/C(=O)c2ccccc2)cc1,42,7%,-1%,10,-18%,-5%,0%,5%,4
Cc1ccc(S(=O)(=O)NC2CC(=O)N(c3ccc4c(c3)OCCO4)C2)cc1 (stereo not drawn),10,-7%,6%,-16,-8%,-3%,?,-2%,-8
CC(C)c1nnc(NC(=O)CSc2nnc(NC(=O)c3c(F)cccc3F)s2)s1,5,-7%,2%,25,-2%,3%,16%,-9%,2
COc1cccc(C(=O)N2CCC[C@H]2C(=O)N2CCC[C@H]2C(=O)N[C@H](C)c2ccccc2)c1,21,4%,7%,-5,13%,23%,0%,.,5
CN(C(=O)CSc1nc2ccccc2c(=O)n1-c1ccccc1F)C1CCS(=O)(=O)C1 (stereo not drawn),-3,14%,-2%,-5,0%,3%,4%,1%,-8
Cn1c(NNC(=O)C2CCCCC2)cc(=O)n(C)c1=O,5,-3%,-1%,-20,?,13%,2%,-2%,-5
Cn1c(N)c(C(=O)N/N=C/c2ccccc2)sc1=S,.,13%,22%,-16,-3%,-13%,-19%,?,-2
CCC(C)(C)n1nnnc1C(c1ccc(C)cc1)N1CCCC1 (stereo not drawn),-4,2%,0%,2,0%,6%,?,23µM*,15
O=C(O)Cc1ccc2[nH]c3ccc(CC(=O)O)cc3c2c1,3,-1%,11%,-17,23%,24%,14%,-2%,5
O=C(c1cc(C2CCCCN2C(=O)OCCF)on1)N1CCOCC1 (stereo not drawn),20,-5%,0%,0,13%,29%,-14%,.,-8
Cn1nc(C(F)(F)F)c(C(=O)Nc2cccc(C(F)(F)F)c2)c1SCc1ccc(Cl)cc1,-82*,-12%,16µM*,38,?,?,18µM*,15%,-1
COc1ccccc1NS(=O)(=O)c1ccc(C)c(C(=O)NCCCN2CCCC2=O)c1,-18,3%,-5%,10,5%,15%,-5%,-75%[inhibitor],-2
C=CCOCC(O)CS(=O)(=O)Cc1ccc(Cl)cc1 (stereo not drawn),-8,1%,8%,-7,5%,8%,11%,-2%,-1
O=C1CC(SC2=NCCS2)C(=O)N1c1cccc(Cl)c1Cl (stereo not drawn),18,-1%,5%,4,12%,10%,?,?,0
COc1ccc(N2CCN(C(=O)NC3CCCCC3)CC2)cc1,-11,-5%,6%,0,2%,-1%,-3%,0%,-1
CCOC(=O)c1c(NC(=O)Cn2nc(C(=O)O)c3ccccc3c2=O)sc(CC)c1C,44,0%,15%,8,6%,17%,0%,5%,3
CCOc1ccc(CC(C(=O)NN)C(=O)NN)cc1CN(C)C,1,-2%,-2%,-20,-1%[9.24 µM],-24%,21%,-6%,-8
COc1ccc(C2C(C(=O)N3CCOCC3)=C(C)NC3=C2C(=O)CC(C)(C)C3)c(OC)c1 (stereo not drawn),20,-6%,15%,?,6%,0%,15%,0%,0
Nc1ccc(-c2nc(-c3ccccc3)nc3ccccc23)cc1,?,14%,-20%,15,0%,0%,9%,23µM*,6
O=C(COC(=O)c1nn(-c2ccccc2)c(=O)c2ccccc12)NC1CCS(=O)(=O)C1 (stereo not drawn),-3,2%,4%,-4,27%,21%,0%,2%,-3
CCCN(CCC)CCCNC(=O)c1cc2c(=O)n(C)c3ccccc3c2n1C,-65*,-1%,?,-11,-19%,?,0%,-1%,-8
O=C(CNC(=O)c1ccc(Cl)cc1Cl)OCN1C(=O)c2ccccc2C1=O,43,4%,-10%,0,-4%,0%,?,?,-5
CCOC(=O)N1CCC(N2CC34C=CC(O3)C(C(=O)Nc3ccc(OCC)cc3)C4C2=O)CC1 (stereo not drawn),-23,-3%,?,-25,?,-6%,0%,-9%,4
COC(=O)c1ccc2c(=O)n(CCCCCC(=O)NCCNC(C)=O)c(=O)[nH]c2c1,-2,0%,14%,17,-2%,1%,-3%,0%,0
O=C(CCN1CCN(CCO)CC1)Nc1ccc(Br)cc1,3,2%,-6%&-1%,-8,-2%,7%,-1%&0%,-5%,6&0
c1cc(-c2ccc3nncn3c2)ccc1CN1CCOCC1,-9,2%,-1%,-1,?,17%,18%,.,-8
CN1CCN(CCCNC(=O)c2ccc3c(c2)N(Cc2ccc(F)cc2)CCS3)CC1,-8,14%,6%,-4,?,-19%,8%,?,5
COc1cc(OC)c(OC)cc1CN1CCc2ccccc2C1,3,0%,-1%,?,0%,4%,-6%,0%,-26
O=C(CN(CC1CCCO1)C(=O)CCC(=O)Nc1nccs1)NCc1ccccc1 (stereo not drawn),8,2%,11%,5,0%,-6%,12%,2%[9.22 µM],0
C/C(=N\N=C\c1ccccc1)c1nnn(-c2nonc2N)c1C,-2,2%,18%,-13,23%,26%,7%,-10%,-1
CCOC(=O)C1C(c2ccccc2Cl)NC(=O)N(C)C1(O)C(F)(F)F (stereo not drawn),-16,9%,1%,-15,1%,0%[9.24 µM],?,-11%,4
N/C(=N\OC(=O)c1ccccc1Cl)c1ccccn1,23,-23%,?,6,?,?,-22%,0%,1
Cc1noc(C)c1CSCC(=O)N(C)CC(=O)Nc1ccc(F)cc1,8,6%,?,-1,2%,1%,0%,?,0
Cc1ccc(CS(=O)(=O)CCC(=O)NCCCN2CCCC2=O)cc1,55,2%,10%,9,10%,9%,-4%,-2%[9.22 µM],1
O=C(O)c1ccccc1NS(=O)(=O)c1ccc(N/N=C/c2cccc(O)c2O)c([N+](=O)[O-])c1,0,-4%,1%,?,9%,6%,18%,-2%,-26
O=S(=O)(NC1CCN(Cc2ccccc2)CC1)c1ccc(F)c(F)c1,-7,-7%,1%,2,3%,6%,4%,.,1

# Rewritten bar-delimited: two of the compounds above
compound | IL1B secr inh | GLP-1R agonist | KB-3-1 cytotox | D3 antag | HT1080 IDH1KD tx | HT1080-NT tox | KB-V1 MDR tox | SW480 rereplic | D3 ag
N/C(=N\OC(=O)c1ccccc1Cl)c1ccccn1 | 23 | -23% | ? | 6 | ? | ? | -22% | 0% | 1
O=C(CN(CC1CCCO1)C(=O)CCC(=O)Nc1nccs1)NCc1ccccc1 (stereo not drawn) | 8 | 2% | 11% | 5 | 0% | -6% | 12% | 2%[9.22 µM] | 0

# (list continues)
SMILES,IL1B secr inh,GLP-1R agonist,KB-3-1 cytotox,D3 antag,HT1080 IDH1KD tx,HT1080-NT tox,KB-V1 MDR tox,SW480 rereplic,D3 ag
Cc1sc(N(C(=O)CCc2ccccc2)c2ccc(C(=O)O)cc2)nc1-c1ccccc1,-14,12%,0%,21,-19%,-14%,9%,19%,1
CN1CCN(C(=O)c2cc3nc(-c4ccccc4)cc(-c4ccccc4)n3n2)CC1,?,21%,-10%,5,?,15µM*,-1%,?,0
CCc1ccc(CN2CCCC(C(=O)N3CCCCC3)C2)cc1 (stereo not drawn),-7,-1%,-10%,?,7%,13%,?,-2%,-20
Fc1ccc(CN2CCCCCC2)c(F)c1,11,-11%,4%,-6,-3%,6%,4%,-2%,-6
O=c1cc(CN2CCN(c3ccccc3)CC2)c2cc(O)c(-c3ccccc3)cc2o1,24,-27%,?,-1,-3%[9.24 µM],-2%,?,?,-6
CC(=O)Nc1cc(-c2cccnc2)cn2c(-c3cccc(C(F)(F)F)c3)cnc12,-12,10%,0%,0,-9%,-20%,-24%,.,2
Cc1ccc(N(CC(=O)N2CCc3ccccc32)C2=NC(=O)CS2)cc1,0,-2%,-7%,?,-2%,-12%,0%,0%,-2
CC1CCCN(C2=C(NS(=O)(=O)c3ccc(Br)cc3)C(=O)c3ccccc3C2=O)C1 (stereo not drawn),-9,9%,?,0,0%,-3%,?,-1%,-14
Cc1ccnc(SCCn2c(N(C)Cc3ccccc3)nc3c2c(=O)n(C)c(=O)n3C)n1,27,2%,5%,15,4%,-5%,-1%,-3%,3
Cc1ccc(Cn2nnc(C(=O)Nc3cccc(C)c3C)c2N)cc1,-6,0%,-26%,10,-18%,-10%,15µM*,-4%,-2
CC1CCc2c(ccc3ccccc23)C1=O (stereo not drawn),-5,20%,1%,8,12%,-18%,14%,-1%,-1
